Menin MLL FP TR: inhibitors of human menin-MLL interaction, mutant MLL peptide. Menin + Texas Red MLL mutant peptide, fluorescence polarization. AID 1768. O00255. Potency, µM (highest dose often 61.6 µM), without a hit: at the top dose FP activity change, negative = inhibition, actives largely listed as inhibitors. hit rate 0.23% among 270,000; active = well fitted inhibition curve with a large enough effect in the polarisation, with a control signal flat, not every such curve was filed as active; inconclusive = small, poorly fitted or top-dose-only effect, or effect the other way, or a change in a side signal; inactive = no such curve, though single readings can be large or run the other way; the % refers to the polarisation; note: potency is the fitted concentration of half-maximal effect; % of control where 0% means no effect; many of its hits are not listed in these tables
Target sequence (O00255 whole entry, looked up): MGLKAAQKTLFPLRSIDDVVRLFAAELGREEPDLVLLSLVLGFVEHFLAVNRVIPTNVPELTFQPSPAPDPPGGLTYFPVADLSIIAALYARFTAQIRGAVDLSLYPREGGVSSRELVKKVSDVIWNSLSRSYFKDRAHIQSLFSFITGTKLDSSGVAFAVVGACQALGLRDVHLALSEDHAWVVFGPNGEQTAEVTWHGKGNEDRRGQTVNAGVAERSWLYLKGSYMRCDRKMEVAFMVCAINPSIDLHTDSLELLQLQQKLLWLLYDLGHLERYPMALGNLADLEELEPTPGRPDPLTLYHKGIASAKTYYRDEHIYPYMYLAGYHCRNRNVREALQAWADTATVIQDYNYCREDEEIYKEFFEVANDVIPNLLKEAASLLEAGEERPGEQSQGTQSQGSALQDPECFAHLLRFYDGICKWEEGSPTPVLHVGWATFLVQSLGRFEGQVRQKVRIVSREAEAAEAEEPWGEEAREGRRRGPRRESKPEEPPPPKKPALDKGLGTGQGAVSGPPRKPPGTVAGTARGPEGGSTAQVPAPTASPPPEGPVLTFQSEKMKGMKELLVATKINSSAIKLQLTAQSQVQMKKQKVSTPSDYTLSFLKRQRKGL
a7 integrin act: integrin-mediated muscular dystrophy alleviation activation; hit rate 0.064% among 350,000; Potency, µM (top dose mostly 38.3 µM), without a hit: top-dose activation, hits mostly activators; AID 624291; alpha7betagal myoblasts, beta-gal FDG fluorescence, 48 h;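 note: potency is the fitted concentration of half-maximal effect; 100% = response of the positive control SU9516; nearly all actives have a fitted effect of over 60% in size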
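Alpha7betagal+/- myoblasts (passage 13) were plated 16-24 hr, then exposed to compounds (1:260 dilution of DMSO stock) for 48 hours at 37C. After MPER lysis, β-galactosidase reporter activity was read as FDG fluorescence (ex 480/em 540) after 30 minutes.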
B2AR arrestin: recruits beta-arrestin to the human beta2-adrenergic receptor; P07550; beta-arrestin recruitment to beta2AR, cell-based reporter; Potency, µM (top dose mostly 46.1 µM), for the others: at the highest dose activation, usual class: activators; hit rate 0.02% among 330,000; AID 492947;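 note: potency is the fitted concentration of half-maximal effect; 0% = DMSO controls and full agonism = EC100 isoproterenol or metaproterenol; nearly all actives have a fitted effect of over 65% in size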
Chronic BCR inh: blocks chronic active B-cell receptor signaling; Potency, µM (titrated, usually from 46.1 µM), without a hit: at the highest dose ratio change, negative = lower green/red ratio, hits mostly inhibitors; AID 493014; ABC-DLBCL IkBa-CBG/CBR reporter, luminescence ratio, 4 h; hit rate 0.05% among 340,000; active = well fitted inhibition curve with a large enough effect in the signal ratio, with a control signal flat, not every such curve was filed as active; inconclusive = small, poorly fitted or top-dose-only effect, or effect the other way, or a change in a side signal; the % refers to the signal ratio;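 note: potency is the fitted concentration of half-maximal effect; plate controls were basal doxycycline-induced cells for no effect and cells given 10 µM MG132 for full effect; MG132 reads +100%, hits lower the ratio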
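Concentration-response series (up to 46 uM) were applied to TMD8 dual-reporter cells for 4 h at 37C with doxycycline. Green/red ratio, after filter-overlap correction, defined %Activity; red signal alone was normalised to basal cells and zero luminescence.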
GALK inhibitor: galactokinase (human) inhibition. Purified GALK, Kinase-Glo residual ATP luminescence. hit rate 0.007% among 270,000. P51570. Potency, µM (doses to about 57.5 µM), for inactives: top-dose activity change, negative = inhibition, hits mostly inhibitors; note: potency is the fitted concentration of half-maximal effect; % is set by controls: 0 for no effect and ±100 for the full control effect
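Quantitative HTS: GALK 5 nM, ATP 35 uM, galactose 100 uM, 1 h room temperature, then luciferase-based ATP detection.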
Coupling enz: counter-screen for Giardia aldolase inhibitors: coupling enzyme system. coupling enzyme system counterscreen, AmpLite Red fluorescence. activity change, negative = inhibition, % at 58.2 µM, hits read low. hit rate 0.67% among 290,000. AID 2472; in the data active = activity change below about -30%; note: % is set by controls: 0 for no effect and ±100 for the full control effect
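Coupling enzymes only (glyceraldehyde-3-phosphate) + compound, at 57.5 uM final, 10 min RT; add substrate/coupling/AmpLite Red mix, 20 min RT; fluorescence ex 525/em 598 nm. Actives flag coupling-system interference.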
Giardia kill: Giardia lamblia killing; Giardia lamblia trophozoite viability; activity change, % at 7.66 µM, hits read low; hit rate 0.15% among 340,000; AID 540267; in the data active = activity change below about -80%; inconclusive = between about -30% and that limit;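 note: parasites exposed to compound for two days anaerobically before the ATP read; % is set by controls: 0 for no effect and ±100 for the full control effect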
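Trophozoite viability was measured as ATP-dependent luminescence, read 15-30 min after reagent addition. Before that, parasites at 100 cells/well were exposed to compounds for 48 h, anaerobically, at 37 deg C.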
S-ASM inh: human S-ASM enzyme inhibition; placental ASM, HMU-PC fluorogenic substrate, 60 min; hit rate 0.006% among 340,000; P17405; Potency, µM (doses to about 57.5 µM), inactives show at the top dose activity change, negative = inhibition, usual class: inhibitors; note: potency is the fitted concentration of half-maximal effect
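Human placenta-derived ASM enzyme was preincubated with compound for 10 minutes at room temperature, then given fluorogenic substrate HMU-PC0 (9 uM final) for 60 minutes at 37 °C; a pH 10 stop preceded fluorescence reading at Ex 386/Em 447 nm.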
TSG101-PTAP inh: blocks PTAP/TSG101 interaction to inhibit HIV-1 budding. 340,000 tested, under 10 active. Potency, µM (highest dose often 115 µM), inactives show at the highest dose activity change, negative = inhibition, hits mostly inhibitors. Fluorescence polarization, FITC-PTAP peptide / Tsg101 binding. AID 493005; active = well fitted inhibition curve with a large enough effect in the main read-out, with a control signal flat, not every such curve was filed as active; inconclusive = small, poorly fitted or top-dose-only effect, or effect the other way, or a change in a side signal; inactive = no such curve, though single readings can be large or run the other way; note: potency is the fitted concentration of half-maximal effect; % of control where 0% means no effect
Target sequence (Q99816 whole entry, looked up): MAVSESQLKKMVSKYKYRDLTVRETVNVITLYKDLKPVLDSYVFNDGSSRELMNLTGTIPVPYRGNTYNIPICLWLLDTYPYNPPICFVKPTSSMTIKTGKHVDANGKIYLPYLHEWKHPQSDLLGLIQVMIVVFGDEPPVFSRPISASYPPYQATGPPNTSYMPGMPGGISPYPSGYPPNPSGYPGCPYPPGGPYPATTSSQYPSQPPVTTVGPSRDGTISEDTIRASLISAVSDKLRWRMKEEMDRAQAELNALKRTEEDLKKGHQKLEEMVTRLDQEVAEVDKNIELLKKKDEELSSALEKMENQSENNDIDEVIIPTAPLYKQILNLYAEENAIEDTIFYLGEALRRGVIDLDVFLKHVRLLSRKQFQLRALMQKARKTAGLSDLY
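Fluorescence polarization binding of Tsg101 binding domain (10 uM final) to FITC-labeled PTAP peptide (50 nM final) in HEPES pH 7.5 buffer with NaCl, Tween 20, EDTA, TCEP. Compounds added before peptide; binding 20 min at RT.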
Tb PFK inh: blocks T. brucei phosphofructokinase. Potency, µM (series often up to 57.5 µM), for inactives: top-dose activity, negative = inhibition, most hits filed as inhibitors. O15648. AID 485367. T. brucei PFK, ADP-Glo luminescence. hit rate 0.17% among 330,000;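 note: potency is the fitted concentration of half-maximal effect; 0% = uninhibited 1x PFK enzyme wells and -100% = no-enzyme wells; nearly all actives have a fitted effect of over 60% in size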
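Luminescent ADP detection (ADP-Glo, two-step: ATP depletion then ADP-to-ATP conversion for luciferase) reported PFK activity after 45 min room-temperature reaction of 1.25 nM enzyme with 0.5 mM F6P and 0.1 mM ATP at pH 8.0.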
PKM2 activator: increases activity of human pyruvate kinase M2; P14618; purified PKM2, Kinase-Glo ATP luminescence, activation; response scale: 0% is enzyme alone, no compound; Potency, µM (series often up to 57.5 µM), for the others: top-dose activation, most hits filed as activators; hit rate 0.34% among 260,000; AID 1631; note: potency is the fitted concentration of half-maximal effect; % is set by controls: 0 for no effect and ±100 for the full control effect; nearly all actives have a fitted effect of over 55% in size
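hPK-M2, >95% pure; 0.1 mM ADP / 0.5 mM PEP final; imidazole pH7.2 buffer w/ 7 mM MgCl2, 50 mM KCl; 1 h RT; Kinase-Glo lum. Intermediate enzyme activity for dual inhibitor/activator qHTS.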
* = called active by the depositor; ? = inconclusive; . = not tested or not shown; [ ] = dose if it differs, or a comment. Unless noted, calls come from the whole dose curve; as a rule, active = well fitted curve in the direction sought with a large enough effect; inconclusive = small, poorly fitted or top-dose-only effect, or another doubt; inactive = no such curve, though single readings can be large; an effect the other way counts as inactive or inconclusive. A portion of the library. The share of hits here may be higher or lower than overall.

canonical_smiles	Menin MLL FP TR	a7 integrin act	B2AR arrestin	Chronic BCR inh	GALK inhibitor	Coupling enz	Giardia kill	S-ASM inh	TSG101-PTAP inh	Tb PFK inh	PKM2 activator
CN1CCC(N(C)C(=S)NC(=O)C23CC4CC(CC(C4)C2)C3)CC1	-2%	-10%	-0.2%	?	0%	-2	-7	1%	-3%	2%	-7%
CC(=O)c1cccc(NC(=O)c2noc3c2CCc2ccccc2-3)c1	-1%	-7%	0.7%	?	-2%	-1	-11	0%	-2%	0%	0%
COC(=O)c1coc(-c2ccc(OC)cc2)c1C(=O)OC	-13%	2%	-1.6%	-15%	0%	3	-4	-1%	-6%	0%	-5%
Oc1cccc(/C=N/c2c(-c3ccco3)nc3ccccn23)c1	?	-37%	-0.1%	?	-1%	-25	-14	.	-15%	-6%	22%
C=C(C)Cn1cnc2cc(C)c(C)cc21	-15%	0%	-0.5%	2%	1%	-1	-16	3%	-4%	2%	5%
O=C(NC1CCOC1)c1ccc(OC2CCN(CCc3ccccc3)CC2)cc1 (centres undefined)	-1%	-19%	-0.2%	-4%	6%	1	-18	0%	-6%	-9%	-15%
c1ccc(Cn2nnc3c(NCCN4CCOCC4)ncnc32)cc1	?	8%	0.3%	-1%	-3%	2	-1	-2%	-1%	6%	9%
O=C(O)CCCNC(=O)CCn1nnc2ccccc2c1=O	.	11µM*	-0.7%	0%	8%	2	-26	-2%	2%	-1%	-8%
O=C(CSc1nc2ccccc2c(=O)[nH]1)Nc1ccc(N2CCOCC2)c(Cl)c1	5%	0%	-0.2%	-4%	-2%	3	-25	1%	-4%	-1%	.
CCC(=O)Nc1cccc(-n2nnnc2SCC(=O)N(C(C)C)C(C)C)c1	11%	?	0.2%	6%	0%	0	23	-1%	2%	-1%	-2%
Cc1nc(SCc2ccc(F)cc2)n[nH]1	6%	35%	-0.1%	2%	8%	1	3	-4%	0%	1%	.
COc1ccc(C2/C(=C(/O)c3ccc(S(=O)(=O)N4CCOCC4)cc3)C(=O)C(=O)N2CCN2CCOCC2)cc1 (centres undefined)	.	0%	0.2%	-1%	-3%	2	-5	-1%	0%	4%	.
CCCCc1n[nH]c2c1/C(=N/OCC)CC(C)(C)C2	.	-29%	-0.1%	-1%	-2%	-16	13	-3%	0%	-6%	1%
C/C(=N\NC(=O)CN1CCN(Cc2ccc(C)cc2)CC1)c1ccncc1	4%	-28%	-2.3%	-18%	-1%	-3	6	1%	-3%	0%	-3%
O=S1(=O)CC/C(=N/Nc2ccccn2)c2cc(F)ccc21	.	-3%	0.2%	-14%	-2%	4	4	-3%	-7%	2%	-1%
CC(NC(=O)c1ccc(C(F)(F)F)cc1)C(c1ccccc1)N1CCOCC1 (centres undefined)	-5%	-16%	0.0%	0%	-2%	-3	-9	2%	-2%	5%	1%
COc1ccc(Nc2nc(N)nc(CSc3nccc(C)n3)n2)cc1	12%	-34%	0.0%	?	-3%	-1	-11	-3%	-2%	-3%	-2%
C[C@H](CO)N1C[C@H](C)[C@H](CN(C)S(=O)(=O)c2cn(C)cn2)Oc2ccc(NC(=O)Nc3ccc(C(F)(F)F)cc3)cc2CC1=O	.	8%	0.3%	?	.	.	13	-21%	.	5%	.
Cc1ccc2nc(-c3ccc(NC(=O)COCC(=O)O)cc3)sc2c1	.	21%	-0.2%	0%	6%	11	3	71%[activator]	-2%	9%	-11%
O=C(NCc1ccc(Cl)cc1)C1CCCN(c2cnccn2)C1 (centres undefined)	.	-5%	0.3%	3%	5%	.	-22	17%	-4%	-5%	.
O=S(=O)(c1cccc2cccnc12)N(CCO)CCO	8%	-1%	-0.5%	14%	1%	0	3	1%	-2%	-1%	-1%
Cc1ccc(S(=O)(=O)N2CCCC(C(=O)NC3=NCCS3)C2)cc1 (centres undefined)	3%	18%	-0.1%	2%	3%	4	4	2%	0%	-1%	12%
C/C=C\C=C/C(=O)Nc1cccc(C2=NOC3(C2)C[C@@H](C(N)=O)N(C(=O)C2(C)CC2)C3)c1 (some centres undefined)	.	25%	-0.6%	-15%	-1%	0	1	-1%	0%	0%	?
Cc1cccc(OCc2nnc(N)s2)c1C	5%	20%	0.4%	?	-1%	0	-1	1%	1%	-1%	15%

8 consecutive entries already listed:
canonical_smiles	Menin MLL FP TR	a7 integrin act	B2AR arrestin	Chronic BCR inh	GALK inhibitor	Coupling enz	Giardia kill	S-ASM inh	TSG101-PTAP inh	Tb PFK inh	PKM2 activator
C/C(=N\NC(=O)CN1CCN(Cc2ccc(C)cc2)CC1)c1ccncc1	4%	-28%	-2.3%	-18%	-1%	-3	6	1%	-3%	0%	-3%
O=S1(=O)CC/C(=N/Nc2ccccn2)c2cc(F)ccc21	.	-3%	0.2%	-14%	-2%	4	4	-3%	-7%	2%	-1%
CC(NC(=O)c1ccc(C(F)(F)F)cc1)C(c1ccccc1)N1CCOCC1 (centres undefined)	-5%	-16%	0.0%	0%	-2%	-3	-9	2%	-2%	5%	1%
COc1ccc(Nc2nc(N)nc(CSc3nccc(C)n3)n2)cc1	12%	-34%	0.0%	?	-3%	-1	-11	-3%	-2%	-3%	-2%
C[C@H](CO)N1C[C@H](C)[C@H](CN(C)S(=O)(=O)c2cn(C)cn2)Oc2ccc(NC(=O)Nc3ccc(C(F)(F)F)cc3)cc2CC1=O	.	8%	0.3%	?	.	.	13	-21%	.	5%	.
Cc1ccc2nc(-c3ccc(NC(=O)COCC(=O)O)cc3)sc2c1	.	21%	-0.2%	0%	6%	11	3	71%[activator]	-2%	9%	-11%
O=C(NCc1ccc(Cl)cc1)C1CCCN(c2cnccn2)C1 (centres undefined)	.	-5%	0.3%	3%	5%	.	-22	17%	-4%	-5%	.
O=S(=O)(c1cccc2cccnc12)N(CCO)CCO	8%	-1%	-0.5%	14%	1%	0	3	1%	-2%	-1%	-1%

Continuation:
canonical_smiles	Menin MLL FP TR	a7 integrin act	B2AR arrestin	Chronic BCR inh	GALK inhibitor	Coupling enz	Giardia kill	S-ASM inh	TSG101-PTAP inh	Tb PFK inh	PKM2 activator
O=C1CSC(=S)N1/N=C/c1ccc(Cl)c([N+](=O)[O-])c1	.	.	-0.6%	1%	-1%	-1	.	.	.	-1%	5%
COCCC(=O)N1CCCC(CCC(=O)NCc2ccc(F)c(F)c2)C1 (centres undefined)	-4%	?	0.1%	3%	-3%	-1	-14	3%	-5%	-8%	-5%
CCOc1ccc(Br)cc1S(=O)(=O)NCCN1CCCC1	-5%	-19%	-0.1%	1%	-1%	3	-29	-1%	-9%	3%	.
CC(NC(=O)c1cccc(S(=O)(=O)N2CCN(C)CC2)c1)C1CC2CCC1C2 (centres undefined)	2%	-24%	-1.4%	-2%	-2%	2	4	0%	0%	1%	-2%
Cc1cccc(NC(=O)CNC(=O)c2cn(Cc3ccccc3)nc2-c2cccnc2)c1C	.	-11%	0.0%	-1%	.	.	-17	0%	-11%	1%	.
O=C(NC1CCC(O)CC1)c1cccc2cccnc12 (centres undefined)	-25%	1%	0.1%	?	8%	1	37[activator]	2%	1%	1%	.
Cc1nc(S(=O)(=O)c2ccc(Cl)cc2Cl)nc2c1CCC2	.	2%	-1.9%	0%	0%	2	-10	2%	0%	0%	10%
Cc1cccc(CC(C)NC(=O)CCc2nnc(-c3ccccc3)o2)n1 (centres undefined)	20%	-8%	-0.9%	-2%	4%	4	-3	4%	1%	-4%	-5%
Cc1oc2ccc(NS(=O)(=O)c3ccccc3)cc2c1C(=O)Nc1ccccc1	4%	-15%	0.3%	-2%	0%	-1	-18	-8%	-2%	-1%	-2%
CCOC(=O)c1ccc(-n2c(CC)nc3ccccc3c2=O)cc1	-11%	.	0.0%	-4%	10%	3	.	.	.	-1%	.
CCOC(=O)c1ccc(NC(=O)CSc2nnc(-c3cccs3)n2CC)cc1	-9%	6%	-0.2%	2%	0%	-1	-15	-2%	-6%	0%	-1%

Screening results (PubChem)
